Source: PubChem BioAssay
D3 ag – activates the human D3 dopamine receptor; P35462; D3R DiscoveRx beta-arrestin cells, luminescence, 90 min; max activation, %; hit rate 0.58% among 410,000; AID 652048; in the data active means max activation above about 30%; further: 0% is about no effect; mostly tested at two doses, the higher about 12 µM
Target sequence (P35462 whole entry, looked up): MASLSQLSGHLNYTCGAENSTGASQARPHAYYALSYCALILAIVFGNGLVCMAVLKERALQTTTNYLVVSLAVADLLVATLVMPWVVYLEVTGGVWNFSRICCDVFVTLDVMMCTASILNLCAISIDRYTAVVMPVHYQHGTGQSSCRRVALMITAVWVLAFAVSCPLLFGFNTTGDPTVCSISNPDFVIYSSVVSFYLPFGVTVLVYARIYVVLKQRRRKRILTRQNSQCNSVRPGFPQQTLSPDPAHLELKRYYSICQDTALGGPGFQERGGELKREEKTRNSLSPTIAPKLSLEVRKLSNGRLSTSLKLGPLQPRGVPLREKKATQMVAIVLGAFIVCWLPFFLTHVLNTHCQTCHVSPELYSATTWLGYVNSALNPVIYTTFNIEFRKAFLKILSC
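Cells at 1500/well, incubated overnight, then treated with pinned compounds (dopamine as control) for 90 min at 37 degrees C. DiscoveRx reagent added for 30 - 60 minutes at room temperature; luminescence read.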
GLP1R cytotox – cytotoxic in the GLP-1 receptor inverse agonist counter-screen | AID 624418 | hit rate 0.13% among 410,000 | HEK293 cAMP-luciferase reporter cells, luminescence, 24 h | Potency, µM (doses to about 38.3 µM), for the others: at the top dose activity change, negative = inhibition, most hits filed as inhibitors;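 further: loss of luciferase light is scored as toxicity; potency means the concentration at half of the fitted maximal effect; on the % scale 0 is the no-effect control and ±100 the full control effect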
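Step one: seed cells (200 cells/uL, DMEM with 10% Nu serum, 1% pen-strep). Step two: 12-hour incubation at 37 deg C. Step three: pin 23 nL compound, incubate 24 hr. Step four: add luciferase reagent, read luminescence 12 min later.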
MCF10A rereplic – DNA re-replication induction in MCF 10a cells; MCF 10A DNA re-replication, Hoechst nuclear intensity, 48 h; Potency, µM (series often up to 46.1 µM), without a hit: at the highest dose activity, positive = re-replication, most hits filed as activators; hit rate 2.9% among 350,000; AID 624296; further: potency means the concentration at half of the fitted maximal effect; % of control where 0% means no effect; nearly all actives have a fitted effect of over 50% in size
IL-1B inflam inh – inflammasome signaling inhibition, IL-1 beta readout | THP-1 LPS/ATP IL-1B secretion, AlphaLISA, 16 h; stronger effect = lower value | activity change, % at 57.5 µM | hit rate 4.7% among 360,000; in the data active means activity change below about -50%; inconclusive means mostly about -30% to -49%; further: on the % scale 0 is the no-effect control and ±100 the full control effect
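Secreted IL-1B measured by AlphaLISA bead assay after 16 h compound exposure of THP-1 cells; compounds (final up to 57.5 uM) added 1 h before LPS (250 ng/mL) and ATP (1.25 mM) stimulation; lower signal means less secretion.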
HT1080NT lethal – kills 2HG-producing HT-1080-NT fibrosarcoma cells. Potency, µM (series often up to 46.1 µM), without a hit: top-dose activity, negative = less viability, actives largely listed as cytotoxic. hit rate 1.6% among 360,000. HT-1080-NT fibrosarcoma viability, CellTiter-Glo ATP luminescence, 48 h;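 further: NT is the 2HG producing partner of a matched IDH1 knockdown line; potency means the concentration at half of the fitted maximal effect; 0% = DMSO-treated cells and -100% = media-only wells without cells; nearly all actives have a fitted effect of over 55% in size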
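Read-out is CellTiter-Glo luminescence after 10 minutes at room temperature, following 48 hours' compound treatment of HT-1080-NT cells (750 cells/well, RPMI, 5% FBS, 37 degrees C).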
HT1080 IDH1KD tx – toxicity to HT-1080 IDH1 knockdown cells (counter line) | HT-1080 IDH1 knockdown viability, ATP luminescence, 48 h | AID 686971 | Potency, µM (series often up to 46.1 µM), for inactives: at the top dose activity, negative = toxicity, most hits filed as cytotoxic | hit rate 2% among 360,000;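 further: potency means the concentration at half of the fitted maximal effect; 0% = DMSO wells and -100% = cell-free medium wells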
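Cytotoxicity counter-line: IDH1KD HT-1080, 48 h, CellTiter-Glo. Curves classed by r2, magnitude and activity.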
SW480 rereplic – DNA re-replication induction in SW480 cells | SW480 DNA re-replication, Hoechst DNA content imaging, 48 h | Potency, µM (top dose mostly 46.1 µM), for the others: at the highest dose re-replication activation, actives largely listed as activators | hit rate 1.8% among 340,000 | AID 624297; further: potency means the concentration at half of the fitted maximal effect; % of control where 0% means no effect; nearly all actives have a fitted effect of over 55% in size
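DNA re-replication was detected as more nuclei of elevated Hoechst intensity after 48 hr exposure to compound (23 nL pinned per well of 250 cells).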
KB-V1 cytotox – kills drug-selected multidrug resistant KB-V1 cells. Potency, µM (highest dose often 46.1 µM), without a hit: top-dose activity change, negative = cytotoxicity, actives largely listed as cytotoxic. KB-V1 MDR cells viability, CellTiter-Glo, 72 h. hit rate 3.4% among 400,000. AID 1347076; further: potency means the concentration at half of the fitted maximal effect; on the % scale 0 is the no-effect control and ±100 the full control effect; nearly all actives have a fitted effect of over 60% in size
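Luminescent ATP read-out (CellTiter-Glo, 10 min) measures survival of drug-selected KB-V1 MDR cells after 72 h, 37 degrees C compound exposure. Medium: phenol-red-free DMEM, 10% FBS. Values from fitted concentration-response curves.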
KB-3-1 cytotox – KB-3-1 parental cell cytotoxicity | hit rate 1.4% among 400,000 | Potency, µM (highest dose often 46.1 µM), for the others: at the highest dose activity change, negative = cytotoxic, actives largely listed as cytotoxic | KB-3-1 viability, CellTiter-Glo ATP luminescence, 72 h | AID 1347075; further: potency means the concentration at half of the fitted maximal effect; on the % scale 0 is the no-effect control and ±100 the full control effect; nearly all actives have a fitted effect of over 60% in size
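Viability of parental KB-3-1 cells, measured by CellTiter-Glo luminescence, followed a 72 h incubation at 37 °C with pinned compounds in phenol-red-free DMEM containing 10% FBS.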
* marks the source's active call; other numbers are inactive results; ? = inconclusive; / = no result given; [ ] = dose if it differs, or a comment. Unless noted, the call rests on the fitted dose curve; in most records, active means well fitted curve in the direction sought with a large enough effect; inconclusive means small, poorly fitted or top-dose-only effect, or another doubt; inactive means no such curve, though single readings can be large; an effect the other way counts as inactive or inconclusive.

SMILES	D3 ag	GLP1R cytotox	MCF10A rereplic	IL-1B inflam inh	HT1080NT lethal	HT1080 IDH1KD tx	SW480 rereplic	KB-V1 cytotox	KB-3-1 cytotox
C=CCC(=O)N1CCCC(C(=O)c2ccc(Cl)cc2)C1 (stereo not drawn)	2	10%	5%	-8	1%	-4%	?	-6%	-2%
CC(=O)Nc1cccc(NC(=O)COc2ccc3c(c2)OCO3)c1	-7	12%	2%	-2	1%	2%	-5%	?	-19%
C=CCn1c(CCC(O)COCCCCC)n[nH]c1=S (stereo not drawn)	-4	-11%	-6%	16	10%	1%	-6%[9.22 µM]	0%	3%
Cc1nn(Cc2c(Cl)cccc2Cl)c(C)c1NC(=O)c1cnn2c(C(F)F)cc(-c3ccccc3)nc12	3	-15%	?	13	10%	12%	-5%	-33%	?
CC(=O)Nc1ccc(NC(=O)c2cc(=O)c3cc(C)c(C)cc3o2)cc1	2	3%	1%	0	-3%	-12%	9%	11%	5%
CSc1nc(O)c(C(c2ccc(OC(C)C)cc2)c2c(O)nc(SC)[nH]c2=O)c(=O)[nH]1	1	4%	7%	-19	3%	5%	-12%	25%	2%
Cc1nn(Cc2noc(C(=O)NCc3ccc4c(c3)OCO4)n2)c(C)c1Br	9	-21%	12%	-9	?	-12%	-10%	-25%	-5%
CC(C)(C)OC(=O)C[C@@H]1C/C=C\C[C@@H](CC(=O)N(CCO)Cc2ccccc2)C(=O)N[C@@H](c2ccccc2)COC1=O	-5	9%	?	0	-2%	1%	-8%	-10%	1%
C=CCn1c(SCC(=O)c2cccs2)nnc1-c1cccc(OC)c1	2	3%	26%	16	?	-25%	-7%	-5%	1%
Cc1cnc(CNC(=O)c2ccc3oc(Cc4ccc(Cl)cc4)nc3c2)cn1	8	-4%	7%	-16	11%	-4%	-11%	-2%	-6%
O=C(O)c1ccccc1NS(=O)(=O)c1ccc(NN=Cc2cccc(Cl)c2)c([N+](=O)[O-])c1	2	-16%	-3%	-15	-1%	7%	-6%	8%	1%
O=C(CNC(=O)N1CC(=O)Nc2ccccc21)NCCc1c[nH]c2ccccc12	-3	-12%	-10%	-22	-2%	-3%	-3%	-2%	0%
COc1cccc(CNC(=O)C(C(=O)NCc2cccc(OC)c2)c2ncc(C(F)(F)F)cc2Cl)c1	6	-21%	6%	24	-5%	-22%	27%	-13%	-15%
Cn1c2ccccc2c2nnc(SCC(=O)Nc3cccc(C(=O)O)c3)nc21	-3	-6%	-8%	11	-2%	3%	16%	-25%	1%
Cc1ccc(N(C(=O)C2CCCC2)C2C=CS(=O)(=O)C2)cc1C (stereo not drawn)	-16	-12%	-1%	2	0%	-9%	-4%	-15%	-9%
CC1(C(=O)NCc2ccco2)Cc2c(-c3cccc(C(F)(F)F)c3)ccnc2O1 (stereo not drawn)	-5	?	/	57	?	?	/	?	6.5µM*
Cc1ccc2[nH]c3nc(NN)nnc3c2c1	-4	-7%	?	20	-11%	-3%	-5%	-29%	-2%
CCN(C[C@H]1N[C@@](Cc2ccccc2)(C(=O)OC)[C@H]2C(=O)N(C)C(=O)[C@@H]12)S(=O)(=O)c1ccc(C(C)(C)C)cc1	28	1%	-5%	11	4%	3%	-1%	-16%	0%
CCC(C)c1ccc(OCC(=O)Nc2cccc(C(=O)Nc3ccc(C(=O)O)cc3)c2)cc1 (stereo not drawn)	-1	-2%	13%	-21	?	?	-5%	?	9%
COc1ccc2ncc3c(-c4ccc(C)c(C)c4)nn(CC(=O)NC4CCCC4)c3c2c1	-4	40%[activator]	/	/	/	/	/	-21%	1%
COc1ccc(CCNC(=O)CCSCc2ccccc2Cl)cc1OC	10	-3%	/	/	/	/	/	?	-6%
CC(C)Sc1nc2c(c(=O)n1C)SC(C)C2 (stereo not drawn)	-5	1%	-2%	12	0%	1%	1%	-21%	-4%
CSc1ccc(/C=C/C(=O)OCC(=O)N2CCN(c3ccccc3)CC2)cc1	13	7%	-8%	-1	8%	8%	-12%	-9%	-3%
OC[C@@H]1CN(Cc2ccc(F)cc2)C[C@H](n2cnc3c(NCc4ccncc4)ncnc32)O1	-3	-3%	/	0	28%	18%	/	11%	-1%
CC(C)NC(=O)Nc1ccc2c(c1)C(=O)N([C@@H](C)CO)C[C@@H](C)[C@@H](CN(C)S(=O)(=O)c1ccc(F)cc1)O2	-26	6%	-9%	-4	1%	-3%	22%[9.22 µM]	1%	-1%

Reformatted bar-delimited: 2 of the compounds above.
structure | D3 ag | GLP1R cytotox | MCF10A rereplic | IL-1B inflam inh | HT1080NT lethal | HT1080 IDH1KD tx | SW480 rereplic | KB-V1 cytotox | KB-3-1 cytotox
CC(=O)Nc1ccc(NC(=O)c2cc(=O)c3cc(C)c(C)cc3o2)cc1 | 2 | 3% | 1% | 0 | -3% | -12% | 9% | 11% | 5%
CSc1nc(O)c(C(c2ccc(OC(C)C)cc2)c2c(O)nc(SC)[nH]c2=O)c(=O)[nH]1 | 1 | 4% | 7% | -19 | 3% | 5% | -12% | 25% | 2%

Continued:
SMILES	D3 ag	GLP1R cytotox	MCF10A rereplic	IL-1B inflam inh	HT1080NT lethal	HT1080 IDH1KD tx	SW480 rereplic	KB-V1 cytotox	KB-3-1 cytotox
Cc1cc(NC(=O)CN2C(=O)NC3(CCCCC3)C2=O)no1	-2	-5%	-1%	12	2%	17%	-5%	-6%	-4%
CCc1ccc(S(=O)(=O)c2nnn3c2nc(N2CCCC2)c2sccc23)cc1	0	-5%	/	/	/	/	/	-2%	3%
COc1ccccc1CN1CCNC(=O)C1CC(=O)NCCCN1CCCC1=O (stereo not drawn)	-2	-3%	2%	-11	0%	11%	1%	4%	30%
COc1ccc(/C=C(/NC(=O)c2ccc(Br)cc2)C(=O)Nc2cccc(C(=O)O)c2)cc1	1	3%	/	20	2%	2%	/	7%	4%
O=C(COC(=O)c1ccc(S(=O)(=O)N2CCCC2)cc1)NCc1ccc(F)cc1	0	2%	-1%	10	6%	2%	-1%[9.22 µM]	10%	-4%
CCOC(=O)C1CCN(C(=O)c2ccc3c(=O)n4nc(Nc5ccccc5CC)sc4nc3c2)CC1	-6	-16%	/	-8	?	?	/	-16%	?
CCOC(=O)[C@H]1[C@H]2COc3ccc(Br)cc3[C@@H]2N2C(=O)CN(C)C(=O)[C@@]12C	-1	-1%	46%	19	-6%	-3%	?	?	-18%
O=C(Cc1c(F)cccc1Cl)NC1=NCCS1	-12	4%	-26%	-7	4%	5%	-16%	-2%	2%
Cc1nc2ccc(S(=O)(=O)NC(C(=O)N3CCN(c4ccc(Cl)cc4)CC3)C(C)C)cc2s1 (stereo not drawn)	0	-7%	/	/	/	/	/	-6%	-9%
Cc1nn(C(=O)c2nn(C)cc2[N+](=O)[O-])c(C)c1Br	2	1%	0%	-8	4%	0%	-2%	3%	1%
Oc1ccc(-c2n[nH]c(C(F)(F)F)c2-c2ccccc2)c(O)c1	7	-9%	?	-78*	-20%	10µM*	-1%	?	?
Cc1ccccc1-c1nc2cc(NC(=O)COc3ccc(F)cc3)ccc2o1	8	-5%	/	/	/	/	/	0%	-6%
COc1ccccc1NC(=O)c1nn(C)c(C(=O)Nc2ccccc2OC)c1[N+](=O)[O-]	19	-3%	-16%	19	-11%	7%	1%	0%	0%
Cn1c(Cc2ccccc2)nnc1SCC(=O)Nc1ccccc1	13	4%	-1%	18	5%	7%	-4%	-19%	3%
Cc1cc(=O)oc(C)c1C(=O)NCCCN1C(C)CCCC1C (stereo not drawn)	1	5%	-24%	-4	6%	9%	-1%	0%	7%
CCN(CC)S(=O)(=O)c1ccc(Oc2cccc(C(C)=O)c2)nc1	-3	-7%	7%	-15	1%	-7%	7%	-3%	7%

Compound profiles, from the list above:
Cc1cc(=O)oc(C)c1C(=O)NCCCN1C(C)CCCC1C (stereo not drawn) across the screens: D3 ag = 1; GLP1R cytotox = 5%; MCF10A rereplic = -24%; IL-1B inflam inh = -4; HT1080NT lethal = 6%; HT1080 IDH1KD tx = 9%; SW480 rereplic = -1%; KB-V1 cytotox = 0%; KB-3-1 cytotox = 7%
O=C(CNC(=O)N1CC(=O)Nc2ccccc21)NCCc1c[nH]c2ccccc12 across the screens: D3 ag = -3; GLP1R cytotox = -12%; MCF10A rereplic = -10%; IL-1B inflam inh = -22; HT1080NT lethal = -2%; HT1080 IDH1KD tx = -3%; SW480 rereplic = -3%; KB-V1 cytotox = -2%; KB-3-1 cytotox = 0%

Pulled by structure from the entries so far, 6 records:
SMILES	D3 ag	GLP1R cytotox	MCF10A rereplic	IL-1B inflam inh	HT1080NT lethal	HT1080 IDH1KD tx	SW480 rereplic	KB-V1 cytotox	KB-3-1 cytotox
Oc1ccc(-c2n[nH]c(C(F)(F)F)c2-c2ccccc2)c(O)c1	7	-9%	?	-78*	-20%	10µM*	-1%	?	?
COc1ccccc1CN1CCNC(=O)C1CC(=O)NCCCN1CCCC1=O (stereo not drawn)	-2	-3%	2%	-11	0%	11%	1%	4%	30%
Cn1c(Cc2ccccc2)nnc1SCC(=O)Nc1ccccc1	13	4%	-1%	18	5%	7%	-4%	-19%	3%
Cc1ccccc1-c1nc2cc(NC(=O)COc3ccc(F)cc3)ccc2o1	8	-5%	/	/	/	/	/	0%	-6%
Cc1cc(NC(=O)CN2C(=O)NC3(CCCCC3)C2=O)no1	-2	-5%	-1%	12	2%	17%	-5%	-6%	-4%
Cc1nc2ccc(S(=O)(=O)NC(C(=O)N3CCN(c4ccc(Cl)cc4)CC3)C(C)C)cc2s1 (stereo not drawn)	0	-7%	/	/	/	/	/	-6%	-9%
